LDHA inh: LDHA (human) enzyme inhibition. P00338. purified LDHA, NADH/diaphorase-resazurin fluorescence; stronger effect = lower value. activity change, % (values are at about 110 or 230 µM). 0.15% of 480,000 active. AID 1347041; in the data active = activity change below about -30%; inconclusive = mostly about -25% to -30%;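 also: plate controls were DMSO wells for no effect and wells without enzyme for full effect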
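LDH5 2 nM; NADH 0.06 mM, pyruvate 0.2 mM; 200 mM Tris pH 7.4, EDTA, Tween-20; 5 min RT. Detection: diaphorase 0.133 mg/mL + resazurin 37 µM, fluorescence ex540/em590 at 0 and 20 min; normalized to enzyme-free and DMSO wells.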
TrxR1 substrate: rat thioredoxin reductase 1 substrate activity; O89049; purified TrxR1 substrate turnover, NADPH consumption readout; Potency, µM (titrated, usually from 114 µM), inactives show at the top dose activity change, negative = substrate turnover; 0.01% of 390,000 active; AID 588456; also: potency is read from the fitted curve at half-maximal effect; % is scaled to controls: 0 for no effect and ±100 for the full control effect; nearly all actives have a fitted effect of over 50% in size
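Rat TrxR1, dispensed at 90 nM, was prereduced with 400 uM NADPH (final) for 5 min at ~22 deg C, then incubated with compound 15 min before 400 uM selenite. A first-read NADPH fluorescence drop versus no-compound background flagged substrates.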
Vif-A3F inh: inhibitors of Vif-A3F interaction | HeLa A3F-eYFP + Vif (tagged APOBEC3F with the HIV-1 protein that degrades it), YFP fluorescence increase | Potency, µM (series often up to 46.1 µM), without a hit: at the top dose activity, negative = active | 0.2% of 390,000 active | AID 602313; also: potency is read from the fitted curve at half-maximal effect; % of control where 0% means no effect; nearly all actives have a fitted effect of over 65% in size
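Fluorescence increase (Ex 488/Em 500-530) after overnight compound treatment at 37 deg C flags inhibition of Vif-driven A3F-eYFP loss in stable HeLa A3F-eYFP/Vif cells seeded overnight beforehand.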
mIDH1 inhibitor: human IDH1 R132H inhibition | Potency, µM (top dose mostly 76.6 µM), for inactives: at the top dose activity change, negative = inhibition, usual class: inhibitors | IDH1-R132H enzyme, NADPH consumption, diaphorase/resazurin fluorescence | O75874 | 0.093% of 390,000 active | AID 602179; also: potency is read from the fitted curve at half-maximal effect; % is scaled to controls: 0 for no effect and ±100 for the full control effect; nearly all actives have a fitted effect of over 65% in size
Target sequence (O75874 whole entry R132H, stated change not applied): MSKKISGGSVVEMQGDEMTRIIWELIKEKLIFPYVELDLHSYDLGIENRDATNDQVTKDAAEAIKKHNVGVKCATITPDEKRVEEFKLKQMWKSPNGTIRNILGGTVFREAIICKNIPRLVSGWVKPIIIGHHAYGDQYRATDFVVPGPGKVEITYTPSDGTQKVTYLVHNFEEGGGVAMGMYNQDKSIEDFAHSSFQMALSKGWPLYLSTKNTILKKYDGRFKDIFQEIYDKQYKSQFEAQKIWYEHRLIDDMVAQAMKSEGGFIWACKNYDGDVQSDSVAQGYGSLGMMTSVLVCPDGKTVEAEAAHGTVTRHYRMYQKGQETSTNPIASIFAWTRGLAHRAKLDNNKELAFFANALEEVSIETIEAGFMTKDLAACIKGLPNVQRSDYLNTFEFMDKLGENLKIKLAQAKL
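IDH1-R132H (0.5 ug/mL dispensed) in pH 7.5 Tris buffer was preincubated 30 min with compound, then given a substrate mix of 0.016 mM NADPH and 2 mM alpha-KG for 80 min at room temperature; remaining NADPH was read by diaphorase/resazurin fluorescence.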
USP1-UAF1 inh: USP1/UAF1 (human) deubiquitinase inhibition. O94782. recombinant USP1/UAF1, Ub-Rhodamine cleavage fluorescence. Potency, µM (top dose mostly 57.1 µM), for the others: at the top dose activity change, negative = inhibition, usual class: inhibitors. 0.23% of 390,000 active. AID 743255; also: potency is read from the fitted curve at half-maximal effect; % is scaled to controls: 0 for no effect and ±100 for the full control effect; nearly all actives have a fitted effect of over 60% in size; inactives centre near -12
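USP1/UAF1 complex at 1 nM was preincubated with compound for 15 min at room temperature, then Ub-Rho substrate (150nM final) was added. Fluorescence (480/540 nm) was read kinetically, 6 reads every 60 seconds.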
Vif-A3G inh: blocks the Vif interaction with human APOBEC3G. Q9HC16. HeLa A3G-eYFP + Vif (tagged APOBEC3G with the HIV-1 protein that degrades it), YFP fluorescence, overnight. Potency, µM (titrated, usually from 46.1 µM), for the others: at the top dose activity, negative = active, most hits filed as inhibitors. 0.076% of 410,000 active. AID 602310;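 also: potency is read from the fitted curve at half-maximal effect; % is scaled to controls: 0 for no effect and ±100 for the full control effect; nearly all actives have a fitted effect of over 60% in size; hits raise eYFP signal because A3G escapes Vif-driven loss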
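HeLa cells stably expressing Vif and C-terminally eYFP-tagged A3G, seeded overnight at 37 deg C, then exposed to compound by pintool overnight at 37 deg C. Rise in yellow fluorescence (Ex 488/Em 500-530, Acumen) marks blocked Vif-driven A3G degradation.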
PI4K2A block: inhibitors of human PI4K2A; 0.13% of 420,000 active; purified PI4K2A, ADP-Glo luminescence, 1 h; stronger effect = lower value; activity change, negative = inhibition, % at 76.9 µM; Q9BTU6; AID 1346378; in the data active = activity change below about -50%; inconclusive = mostly about -30% to -49%;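 also: -100% = wells without enzyme as full effect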
Target sequence (Q9BTU6 whole entry, looked up): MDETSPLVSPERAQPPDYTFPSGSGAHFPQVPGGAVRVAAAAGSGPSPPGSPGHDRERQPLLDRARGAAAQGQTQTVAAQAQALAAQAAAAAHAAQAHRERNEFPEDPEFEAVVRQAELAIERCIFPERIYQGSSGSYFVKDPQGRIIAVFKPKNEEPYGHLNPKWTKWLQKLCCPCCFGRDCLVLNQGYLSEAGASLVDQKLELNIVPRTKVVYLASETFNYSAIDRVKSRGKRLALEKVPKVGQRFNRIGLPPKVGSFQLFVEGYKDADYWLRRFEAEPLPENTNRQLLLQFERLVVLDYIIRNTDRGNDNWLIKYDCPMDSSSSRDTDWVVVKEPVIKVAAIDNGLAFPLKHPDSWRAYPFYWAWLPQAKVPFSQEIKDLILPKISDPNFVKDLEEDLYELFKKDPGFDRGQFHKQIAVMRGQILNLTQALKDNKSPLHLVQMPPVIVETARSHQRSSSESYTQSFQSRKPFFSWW
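In this quantitative HTS, ADP production by PI4K2A was quantified luminescently after 1 h at ambient temperature; 100 microM adenosine served as plate-quality control.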
Glioma ERSR ind: induces the endoplasmic reticulum stress response in human glioma cells | U87-MG GRP78 promoter luciferase reporter, 16 h | Potency, µM, inactives show top-dose activation, usual class: activators | 0.02% of 420,000 active; also: potency is read from the fitted curve at half-maximal effect; series mostly up to about 76 µM; % of control where 0% means no effect; nearly all actives have a fitted effect of over 35% in size
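Stably transfected U87-MG glioma cells carrying a GRP78-based luciferase sensor; 16 h compound incubation. Luminescence end-point read 10 min after Bright-Glo addition at room temperature.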
RXFP1 agonist: RXFP1 (human) receptor agonism; Potency, µM (highest dose often 57.5 µM), inactives show at the highest dose activation, usual class: activators; Q9HBX9; 0.3% of 370,000 active; HEK293T-RXFP1 cAMP TR-FRET, 30 min; response scale: percent of porcine relaxin response, buffer zero; also: potency is read from the fitted curve at half-maximal effect; % is scaled to controls: 0 for no effect and ±100 for the full control effect; nearly all actives have a fitted effect of over 60% in size; many of its hits are not listed in these tables
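Agonist response is measured as cAMP accumulation in an RXFP1-transfected HEK293T line under PDE4 inhibition. Values are scaled between buffer-only and 29 nM porcine relaxin, and EC50s come from standard Hill equation fits.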
Numbers without * were called inactive; ? = inconclusive; . = no result given; & = joins results of further samples; [ ] = another dose, or the depositor's remark. Unless noted, calls follow the shape of the dose curve; as a rule, active = well fitted curve in the direction sought with a large enough effect; inconclusive = small, poorly fitted or top-dose-only effect, or another doubt; inactive = no such curve, though single readings can be large; an effect the other way counts as inactive or inconclusive. This is a subset. The share of hits here may be higher or lower than overall.

The line under a structure holds: LDHA inh | TrxR1 substrate | Vif-A3F inh | mIDH1 inhibitor | USP1-UAF1 inh | Vif-A3G inh | PI4K2A block | Glioma ERSR ind | RXFP1 agonist
Cc1c(C(=O)NNC(=S)NCc2ccc(Cl)cc2)oc2ccccc12
 : -5 | -9% | 2% | 1% | -15% | 0% | 1 | 1% | 5.2%
CCOCCCNCc1cccc(OCc2ccc(F)cc2)c1
 : -3 | 1%[11.4 µM] | -14% | 10% | -15% | 4% | 3 | -4% | 1.6%
Cc1ccc(S(=O)(=O)NC(=O)C2(C)CCN2C(=O)CCc2ccc(Cl)cc2Cl)nc1 (configuration not stated)
 : -6 | . | . | . | . | -4% | 1 | -2% | .
C=CCc1ccccc1Oc1cc(OC)nc(N)n1
 : -4 | 2% | 1% | 11% | -22% | 0% | -2 | -3% | -2.0%
COCCn1c(N)c(N(Cc2ccccc2)C(=O)CSCC(=O)Nc2ccc(C)cc2)c(=O)[nH]c1=O
 : -3 | 4%[57.1 µM] | 1% | 3% | -13% | -2% | -3 | -3% | -1.0%
Cc1ccc2c(C)c(C(=O)N(C)Cc3nccn3C)oc2c1C
 : -4 | 0% | -16% | 0% | -13% | -1% | 4 | 5% | 2.3%
O=C(N/N=C/c1cccnc1)c1ccccc1NS(=O)(=O)c1cccs1
 : -2 | 2%[57.1 µM] | -19% | 12% | 3% | 3% | -2 | 10% | -0.9%
CCCN(CCC)CCNC(=O)CN1C(=O)COc2ccc(S(=O)(=O)N3CCOCC3)cc21
 : -1&-5 | -1%&6% | -1%&0% | 7%&-2% | 1%&-5% | 4%&0% | -5&2 | -3%&-2% | 0.7%&-0.2%
CN(C)S(=O)(=O)c1ccc(C(=O)N2CCN(C(=O)C3CCCO3)CC2)cc1 (configuration not stated)
 : -10 | 4% | 6% | -4% | -12% | 1% | 5 | -4% | -0.4%
Cc1ccc(NC(=O)c2sc3nc[nH]c(=O)c3c2C)cc1Cl
 : -8 | -5%[57.1 µM] | -13% | 3% | 8% | -9% | -2 | 3% | 6.0%
COC(=O)c1c(N)c2ccccc2[nH]c1=O
 : 5 | 10% | -2% | 2% | -12% | 1% | -4 | 1% | 0.9%
Nc1ncnc2c1ncn2[C@@H]1O[C@H](CNCc2c(OCc3ccccc3F)ccc3ccccc23)[C@@H](O)[C@H]1O
 : -1 | -7% | 10% | -4% | -6% | 4% | -1 | -4% | .
Cc1cccc2cc(CN(Cc3nnnn3C3CCCC3)C3CCCCC3)c(=O)[nH]c12
 : 5 | 3% | 2% | 7% | -2% | -1% | 7 | 0% | .
CCOC(=O)C1CCCN(C(=O)c2ccc(NC(=O)CC3SC(N4CCCC4)=NC3=O)cc2)C1 (configuration not stated)
 : -4 | -2%[57.1 µM] | -18% | -6% | -13% | 0% | -2 | 1% | 1.1%
Cc1cc(NC(=O)CN2C(=O)NC3(CCCCCC3)C2=O)no1
 : -1 | 1% | ? | 5% | -10% | 0% | 3 | -2% | 1.1%
N#CCCN1C(=O)C2(OCCO2)c2ccccc21
 : -2 | -1% | 1% | 0% | -18% | -1% | 3 | 1% | 0.5%
CC[C@H](C)[C@H](NC(N)=O)C(=O)Nc1ccc2c(c1)OCO2
 : 0 | -5% | 11% | -5% | -13% | 1% | -4 | 3% | -6.3%
Cc1ccc(Nc2ncnc(N)n2)cc1
 : -14 | -1% | 11% | 4% | -10% | 2% | -8 | 0% | -1.7%
O=C(CNC(=O)/C(=C\c1ccc(F)cc1)NC(=O)c1ccccc1)OCc1ccccc1
 : -1 | 12%[57.1 µM] | 1% | 6% | -10% | -2% | 18 | 11% | 0.5%
CN(C)c1cccc(CNC(=O)c2ccc3nc([C@@H]4O[C@H](CO)[C@H](O)[C@H](O)[C@H]4O)[nH]c3c2)c1
 : 5 | . | . | . | . | 0% | -3 | -3% | .
CCC(C)[C@H](NC(=O)NCc1ccc(F)cc1)C(=O)O (some centres not stated)
 : -5 | 2% | 0% | -5% | -19% | -2% | 5 | 0% | -0.7%
CC(C)c1nnc(NC(=O)CSc2nnc(NC(=O)c3c(F)cccc3F)s2)s1
 : -14 | 3%[11.4 µM] | -7% | 1% | -22% | -3% | 0 | 0% | 0.3%
Cc1c(C(=O)O)oc2ccc(S(=O)(=O)N3CCCC3)cc12
 : -8 | 3% | 6% | 5% | -6% | 1% | -4 | -4% | -2.4%
CC1CCN(S(=O)(=O)c2ccc(S(=O)(=O)NCc3cccnc3)cc2)CC1
 : -5 | 0%[57.1 µM] | 0% | -1% | -8% | 1% | 2 | -2% | 0.0%
O=C(O)C(Cc1ccccc1)N=Cc1c(O)c2ccccc2oc1=O (configuration not stated)
 : -2 | -6%[57.1 µM] | -4% | 16% | -4% | -4% | -12 | -3% | 2.0%
COc1ccc(-c2noc(CCCC(=O)NC3CCCCC3)n2)cc1OC
 : -8 | 4%[57.1 µM] | -8% | 17% | -5% | 0% | -5 | 1% | 4.0%
Cc1cccc(C(=O)NCc2nnc(SCC(=O)NC3=NCCS3)n2C)c1
 : 2 | -22%[57.1 µM] | -4% | 6% | -14% | 0% | 0 | 15% | -1.4%
COc1ccc(CCC(=O)OCC(=O)Nc2sccc2C(N)=O)cc1OC
 : -3 | -8% | 2% | -10% | -14% | -1% | 4 | -4% | .
CCc1ccc(OCC(=O)NNC(=O)c2cnccn2)c(Br)c1
 : 1 | 3% | 3% | 4% | -23% | 3% | 0 | -2% | 0.6%
CN(C(=O)COC(=O)c1cc(S(=O)(=O)N2CCOCC2)ccc1Cl)C1CCS(=O)(=O)C1 (configuration not stated)
 : -3 | -6% | 4% | 1% | -6% | -1% | 2 | -6% | 0.3%
Cc1ccc(-c2cc(C(F)(F)F)n3ncc(C(=O)NCc4ccco4)c3n2)cc1
 : -6 | 13% | 2% | 0% | -15% | -7% | -8 | -5% | 1.9%
COc1ccc(S(=O)(=O)N2CCOC2CNC(=O)C(=O)NCCCc2ccccc2)cc1 (configuration not stated)
 : -5 | 3% | 0% | 2% | -15% | 2% | 4 | -1% | 1.9%
CCOC(=O)C(=CNc1ccc(Oc2cccnc2)nc1)C(=O)OCC
 : -14 | -8% | 3% | -6% | -7% | 0% | 1 | 0% | 0.2%
CCOc1ccccc1CNC(=O)C1CCN(c2nnc(-n3c(C)ccc3C)s2)CC1
 : -3 | -5% | . | . | -23% | . | -2 | . | 4.4%
Cc1ccc(CNC(=O)CSc2nc(C)cs2)cc1
 : -1 | -1% | 7% | 7% | -14% | 0% | 3 | -1% | -1.1%
COc1ccc(OC)c(NC(=O)COC(=O)/C=C/c2c(C)nn(C3CCS(=O)(=O)C3)c2Cl)c1 (configuration not stated)
 : -4 | 7%[57.1 µM] | 8% | 6% | -9% | 2% | 0 | -3% | 7.6%
O=C(O)C1CCCCC1C(=O)Nc1cc(Cl)ccc1Cl (configuration not stated)
 : -5 | -1%[57.1 µM] | -12% | 0% | -19% | -1% | -2 | -3% | 0.9%
CCOC(=O)C1=C(OCc2ccc(Cl)cc2)C2C=C(C)C=CC2N=C1 (configuration not stated)
 : -10 | 4% | -7% | 3% | -19% | 0% | 3 | -5% | -0.1%
O=CN1CCN(C(C(=O)NC2CCCCC2)c2cc3c(cc2[N+](=O)[O-])OCO3)CC1 (configuration not stated)
 : 0 | 5%[57.1 µM] | 7% | 12% | ? | 0% | 2 | 1% | -2.3%
COc1cccc(C2=NOC(C(=O)Nc3ccc(C(C)=O)cc3)C2)c1 (configuration not stated)
 : -6 | -7% | 0% | 0% | 9% | 0% | 2 | 12% | 2.2%
C=CCC[C@H](Cc1ccc(F)cc1)C(=O)OC[C@@H](C)NC(=O)[C@@H](CC=C)CC(=O)N[C@H](CO)Cc1ccccc1
 : 5 | -12% | 4% | -2% | 18% | -2% | -1 | -1% | .
O=C(CCS(=O)(=O)c1ccccc1)Nc1nccs1
 : -5 | 13%[57.1 µM] | -8% | 11% | -23% | -4% | -6 | 1% | -0.5%
Cc1cc(N2CCN(Cc3cn(C)nc3-c3ccccc3F)CC2)cc(C)n1
 : 0 | 4%[57.1 µM] | -17% | 3% | -15% | ? | -1 | -6% | -0.1%
O=C1CN(C(=O)COC(=O)c2ccc([N+](=O)[O-])s2)c2ccccc2N1
 : 15 | -12% | -14% | 10% | ? | -20% | -1 | ? | .
CCc1ccc(OCc2cc(=O)n3c4c(sc3n2)CCCC4)cc1
 : -4 | 0% | -1% | 27% | -7% | 4% | 0 | 1% | 25%
CCC(=O)N1CCc2cc(S(=O)(=O)NC(Cc3ccccc3)C(=O)Nc3ccc(C)cc3)ccc21 (configuration not stated)
 : -2 | -1% | 0% | 2% | -26% | 0% | 2 | -2% | 2.1%
c1ccc(Cn2cc(CN3CCCCO3)c(-c3ccc4c(c3)OCO4)n2)cc1
 : 0 | -1% | 4% | 3% | -10% | -1% | 4 | 0% | -4.0%
CCc1ccccc1Nc1ncnc2c1cnn2-c1ccc(Cl)cc1
 : 0 | -2%[57.1 µM] | 5% | -14% | -27% | 1% | 1 | -2% | 2.0%
CC1CCCN(C(=O)CN2C(=O)CSc3ccc(S(=O)(=O)N4CCOCC4)cc32)C1 (configuration not stated)
 : -3 | 5%[57.1 µM] | 1% | 12% | -10% | 1% | -6 | -4% | 23%
COc1ccc2sc(-c3ccccc3OC)c(-c3ccc4c(c3)OCCO4)c2c1
 : 1 | 3% | -3% | 12% | -22% | -6% | 0 | -3% | 2.8%
Cc1cccc(NC(=S)Nc2ccc(Oc3ccccc3)cc2)n1
 : -2 | 4% | 5% | 1% | -11% | 3% | -5 | 2% | 1.1%
